Screening results: PubChem, several laboratories
PG9 binder = small molecules binding HIV-1 gp120 antibody PG9. TR-FRET gp120-PG9 antibody binding. 0.43% of 360,000 active. inhibition, % at 6.7 µM. AID 624416; in the data active = inhibition above about 8.5%
SMARCA2 act = SMARCA2 function activation, primary screen | MG213 cells, MMTV-luciferase reporter, dexamethasone, overnight | activation, % at 9.1 µM | 1% of 370,000 active | AID 652017; in the data active = activation above about 7.8%;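 note: 0% = vehicle wells and 100% = reference activator wells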
HTRA1 inh = blocks human HTRA1 serine peptidase; Q92743; recombinant HTRA1, FP-rhodamine activity-based probe, fluorescence polarization; inhibition, % at 5.96 µM; 0.5% of 340,000 active; AID 504803; in the data active = inhibition above about 36%;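 note: 0% = enzyme with DMSO and 100% = wells lacking enzyme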
Target sequence (Q92743 whole entry, looked up): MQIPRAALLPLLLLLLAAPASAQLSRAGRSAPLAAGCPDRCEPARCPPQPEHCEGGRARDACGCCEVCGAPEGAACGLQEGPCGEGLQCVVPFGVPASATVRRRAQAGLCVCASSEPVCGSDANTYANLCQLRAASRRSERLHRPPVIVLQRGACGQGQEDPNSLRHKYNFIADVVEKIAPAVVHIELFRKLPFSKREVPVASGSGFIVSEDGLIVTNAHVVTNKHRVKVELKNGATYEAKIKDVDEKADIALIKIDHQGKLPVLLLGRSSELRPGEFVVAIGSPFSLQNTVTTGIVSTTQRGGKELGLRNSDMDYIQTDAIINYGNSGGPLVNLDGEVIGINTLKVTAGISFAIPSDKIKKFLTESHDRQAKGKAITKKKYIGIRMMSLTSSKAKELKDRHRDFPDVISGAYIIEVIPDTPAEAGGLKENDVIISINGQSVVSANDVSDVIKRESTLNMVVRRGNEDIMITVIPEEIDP
ABHD4 inh = ABHD4 (mouse) inhibition, primary FP screen. 0.54% of 370,000 active. purified mABHD4, FP-Rh probe fluorescence polarization. inhibition, % at 8.92 µM. Q8VD66;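 active = inhibition exceeding the mean over every tested compound plus 3 SD, cut at about 30% in these data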;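 note: 0% = plate median of compound wells and 100% = S159A mutant with DMSO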
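assay system = mABHD4 protein | compound dosing = single nominal dose of 8.92 µM, 0.89% DMSO final | read-out basis = percent inhibition of probe binding, normalized to plate controls | schedule = Enzyme–compound pre-incubation 45 min, then probe 60 min, both 25 °C | detection = fluorescence polarization, excitation 525 nm, emission 598 nm, BODIPY TMR filters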
rCAG binder = binds r(CAG) RNA repeats. r(CAG) RNA repeat, TO-PRO-1 dye displacement fluorescence. inhibition, % at 3 µM. 1.3% of 370,000 active;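 active = inhibition above the plate cutoff, the mean of all test compounds on that plate plus 3 SD, cut at about 35% in these data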;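 note: 0% = DMSO alone and 100% = 100 µM mitoxantrone as full dye displacement; higher means more dye released from RNA so lower well fluorescence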
ASAP1 inh = blocks human ASAP1-stimulated Arf1 GTP hydrolysis. Q9ULH1. GDP FP detection. inhibition, % at 16.5 µM. 0.19% of 360,000 active; in the data active = inhibition above about 25%;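 note: 0% = vehicle with enzyme and substrate and 100% = no enzyme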
Target sequence (Q9ULH1 325-724 limits assumed): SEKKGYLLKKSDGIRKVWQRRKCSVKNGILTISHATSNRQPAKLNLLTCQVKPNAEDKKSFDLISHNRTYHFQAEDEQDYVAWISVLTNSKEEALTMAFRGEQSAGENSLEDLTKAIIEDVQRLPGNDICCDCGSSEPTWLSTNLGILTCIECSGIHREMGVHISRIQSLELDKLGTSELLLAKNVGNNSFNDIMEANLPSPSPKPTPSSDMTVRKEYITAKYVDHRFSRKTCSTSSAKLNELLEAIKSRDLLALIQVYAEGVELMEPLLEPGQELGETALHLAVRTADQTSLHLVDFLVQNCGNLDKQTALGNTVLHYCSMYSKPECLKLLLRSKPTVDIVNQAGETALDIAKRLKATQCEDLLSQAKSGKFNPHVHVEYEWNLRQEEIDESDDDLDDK
NR1D1 modulator = Rev-erb alpha (human) modulation; Rev-erbα–FITC-DNA binding, fluorescence polarization, 90 min; 0.79% of 370,000 active; activity, % at 10 µM; P20393; AID 1259318;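 active = activity above about 14%, limit read from the data; passing the limit was not always enough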;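 note: 0% = DMSO wells with 35 nM protein and 100% = DMSO wells with 750 nM protein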
NPR2 activator = GC-B (human) receptor activation. P20594. HEK293-GC-B cells, CNP EC30, cGMP TR-FRET; 0% at EC30 CNP, 100% saturating CNP. activation, % at 10 µM. 0.11% of 370,000 active. AID 1920062;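 active = activation at 10 µM reaching about 35% in either raw or pattern-adjusted values, limit read from the data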
ARFGAP1 inhibitor = rat ARFGAP1 inhibition; Arfgap1-stimulated ARF1 GTP hydrolysis, GDP FP detection; 0.26% of 360,000 active; Q62848; AID 651572; inhibition, % at 16.5 µM;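 active = inhibition above a per-plate limit, mean inhibition of low control wells plus 3 SD, cut at about 25% in these data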;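 note: 0% = DMSO wells with enzyme and 100% = wells lacking Arfgap1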
Target sequence (Q62848 1-136 limits assumed): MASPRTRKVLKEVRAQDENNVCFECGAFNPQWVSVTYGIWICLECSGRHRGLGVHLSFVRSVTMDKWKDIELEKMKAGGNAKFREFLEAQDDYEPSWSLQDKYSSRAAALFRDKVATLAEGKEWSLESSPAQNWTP
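Material: truncated rat Arfgap1 GAP domain; Incubation: compound-enzyme preincubation 20 min, reaction 120 min, detection 60 min, 25 °C; Read-out: percent inhibition of Arfgap1-stimulated GTP hydrolysis; Technique: FP, GDP Alexa 633 tracer displaced from anti-GDP antibody, 620/688 nm; Controls: No-Arfgap1 wells (100%) versus DMSO full-reaction wells (0%); Replication: single well per compound.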
NPR1 activator = GC-A (human) enzyme activation | P16066 | HEK293 GC-A cells, cGMP TR-FRET, EC30 ANP; 0% at EC30 ANP, 100% saturating ANP | activation, % at 10 µM | 0.14% of 370,000 active | AID 1671463; in the data active = activation above about 40%
Numbers without * were called inactive; nt = not tested or not shown; & = joins results of further samples.

(1) COc1ccc(NC(=O)COC(=O)c2cc([N+](=O)[O-])ccc2N2CCOCC2)cc1
(2) CCCCOC(=O)CCNc1n[nH]c(=O)[nH]c1=O
(3) CC1CC1C(=O)OCC(=O)NC(=O)c1ccccc1 (configuration not stated)
(4) CN(C(=O)COC(=O)c1ccc(NS(=O)(=O)c2cccs2)cc1)C1CCCCC1
(5) CN(CC(=O)Nc1ccc(F)cc1)C(=O)c1cc2c(s1)CCCCC2
(6) COc1cc2oc3cc(C#Cc4ccc(N)cc4)ccc3c(=O)c2cc1OC
(7) Cc1nc2ccc(S(=O)(=O)N3CCCCC3)cc2s1
(8) Cc1ccc(OCCC(=O)OCc2csc(CC(=O)Nc3ccccc3C)n2)cc1
(9) COc1cc(C2Nc3cc(Cl)c(S(N)(=O)=O)cc3S(=O)(=O)N2)ccc1OCc1ccccc1 (configuration not stated)
(10) COc1cccc(C=NN(C)c2c([N+](=O)[O-])cc(C(F)(F)F)cc2[N+](=O)[O-])c1O

assay / compound	1	2	3	4	5	6	7	8	9	10
PG9 binder	-2.6	-2.0	-3.0	-2.7	2.1	2.5	0.7	-2.7	0.7	-3.2
SMARCA2 act	2	1	2	2	0	-3	-4	-1	-8	-1
HTRA1 inh	0	-3	-3	-4	-7	-14	1	-7	1	nt
ABHD4 inh	-4	1	4	-3	-11	-41	3	11	1	45*
rCAG binder	0	3	1	21	-1	30	-4	-6	-5	4
ASAP1 inh	3	12	-5	-2	-7	4	2	2	6	-4
NR1D1 modulator	-1	2	-5	-3	11	-1	-5	1	0	-6
NPR2 activator	2	-2	0	3	3	5	4	0	1	4
ARFGAP1 inhibitor	13	3	-4	2	4	17	-1	-10	-11	3
NPR1 activator	-1	4	-1	2	3	6	4	3	4	0

(11) Cc1onc(-c2ccccc2)c1C(=O)N1CCCSC1=Nc1ccccc1
(12) O=c1c2c(nc3c(-c4ccccc4)c[nH]n13)CCCC2
(13) O=C(Nc1ccc(C(F)(F)F)cc1)c1ccc2ncsc2c1
(14) Cc1ccsc1CN(C)C(=O)CN1C(=O)NC2(CCCCC2C)C1=O (configuration not stated)
(15) CCOC(=O)C1=C(C)NC(=S)NC1c1cc(C)sc1C (configuration not stated)
(16) O=C(NC1CCCCN(Cc2ccc(Cl)cc2)C1=O)c1ccc(-c2ccccc2)cc1 (configuration not stated)
(17) O=C(c1cc(-c2ccccn2)nc2ccccc12)N1CCN(c2ncccn2)CC1
(18) Cc1ccccc1CC1S/C(=N/N=C/c2ccco2)NC1=O (configuration not stated)
(19) Oc1ccccc1/C=N/n1c(-c2ccccc2)n[nH]c1=S
(20) C(=N\Nc1nn[nH]n1)/c1ccccc1

assay / compound	11	12	13	14	15	16	17	18	19	20
PG9 binder	0.8&2.1	0.2	0.8	1.3	1.2	nt	0.0	-0.1	0.8	-0.7
SMARCA2 act	-3&-4	-3	6	1	-4	-3	-3	-1	0	6
HTRA1 inh	-10&-5	2	-23	1	-7	nt	0	nt	12	3
ABHD4 inh	5&-9	-3	-14	9	-5	-15	3	4	2	1
rCAG binder	-1&0	2	3	1	-3	10	2	2	11	2
ASAP1 inh	-3&-4	5	-1	4	-3	nt	-7	5	-3	-5
NR1D1 modulator	-3&3	-6	4	-3	-2	1	-4	0	0	0
NPR2 activator	-1&-9	-10	-11	0	9	0	3	0	-6	2
ARFGAP1 inhibitor	-11&-3	-3	3	-2	1	nt	4	0	-7	7
NPR1 activator	-7&-8	-1	3	1	-1	1	-3	1	5	-3

(21) O=C(NS(=O)(=O)Oc1ccc(F)c(Cl)c1)OC[C@@H]1CCCN2CCCCC12 (some centres not stated)
(22) CC(CNC(=O)[C@@H](Cc1ccccc1)NC(=O)CC[C@H]1O[C@@H](n2ccc(=O)[nH]c2=O)[C@H](O)[C@@H]1O)c1ccccc1 (some centres not stated)
(23) COc1cc2c(cc1OC)-c1cc(Nc3ccccc3Br)nc(=O)n1CC2
(24) CCn1c(SCC(=O)N/N=C\c2ccccc2OCC(=O)O)nnc1-c1ccc(Cl)cc1
(25) CCN(C(=O)C(C)Sc1nnc(-c2ccncc2)n1C)C1CCCCC1 (configuration not stated)
(26) O=C(Cc1cccs1)NCCc1csc(-c2ccccc2)n1
(27) CCC(=O)N(Cc1cc(=O)[nH]c2ccccc12)c1ccccc1C
(28) O=C(NCC1CCCCC1)C1(CC2CC(c3ccc(Cl)cc3)=NO2)CCNCC1 (configuration not stated)
(29) CS/C(N)=N/N=C/c1ccc2c(c1)OCO2
(30) COc1ccc(C(CC(=O)N2CCOCC2)c2c(O)cc(OC)cc2OC)cc1 (configuration not stated)

assay / compound	21	22	23	24	25	26	27	28	29	30
PG9 binder	-1.0	-0.1	-0.7	0.6	2.1	-3.6	0.0	-1.8	0.1	3.0
SMARCA2 act	1	-3	13*	0	-1	-4	-3	3	4	-2
HTRA1 inh	3	nt	4	0	1	-3	-4	-7	-1	-12
ABHD4 inh	-1	3	-1	6	-2	-6	3	15	0	-6
rCAG binder	-3	0	1	8	0	9	-1	11	-1	-3
ASAP1 inh	1	-11	-3	-3	-15	5	-11	-1	3	7
NR1D1 modulator	-3	4	3	-3	-5	1	0	-2	-9	-2
NPR2 activator	2	1	15	1	-2	5	3	-8	-1	4
ARFGAP1 inhibitor	-1	-5	13	-9	8	-12	6	0	6	8
NPR1 activator	3	1	21	0	-1	-3	-6	-1	0	1

9 of these compounds in a different format.
#	compound	PG9 binder	SMARCA2 act	HTRA1 inh	ABHD4 inh	rCAG binder	ASAP1 inh	NR1D1 modulator	NPR2 activator	ARFGAP1 inhibitor	NPR1 activator
22	CC(CNC(=O)[C@@H](Cc1ccccc1)NC(=O)CC[C@H]1O[C@@H](n2ccc(=O)[nH]c2=O)[C@H](O)[C@@H]1O)c1ccccc1 (some centres not stated)	-0.1	-3	nt	3	0	-11	4	1	-5	1
23	COc1cc2c(cc1OC)-c1cc(Nc3ccccc3Br)nc(=O)n1CC2	-0.7	13*	4	-1	1	-3	3	15	13	21
24	CCn1c(SCC(=O)N/N=C\c2ccccc2OCC(=O)O)nnc1-c1ccc(Cl)cc1	0.6	0	0	6	8	-3	-3	1	-9	0
25	CCN(C(=O)C(C)Sc1nnc(-c2ccncc2)n1C)C1CCCCC1 (configuration not stated)	2.1	-1	1	-2	0	-15	-5	-2	8	-1
26	O=C(Cc1cccs1)NCCc1csc(-c2ccccc2)n1	-3.6	-4	-3	-6	9	5	1	5	-12	-3
27	CCC(=O)N(Cc1cc(=O)[nH]c2ccccc12)c1ccccc1C	0.0	-3	-4	3	-1	-11	0	3	6	-6
28	O=C(NCC1CCCCC1)C1(CC2CC(c3ccc(Cl)cc3)=NO2)CCNCC1 (configuration not stated)	-1.8	3	-7	15	11	-1	-2	-8	0	-1
29	CS/C(N)=N/N=C/c1ccc2c(c1)OCO2	0.1	4	-1	0	-1	3	-9	-1	6	0
30	COc1ccc(C(CC(=O)N2CCOCC2)c2c(O)cc(OC)cc2OC)cc1 (configuration not stated)	3.0	-2	-12	-6	-3	7	-2	4	8	1

Following part.
(31) O=C(Nc1ccc(COc2ccccc2)cc1)Oc1ccccc1N1CCOCC1
(32) O=C(Nc1ccc(N2CCN(C(=O)c3ccco3)CC2)cc1)c1ccc([N+](=O)[O-])cc1Cl
(33) COc1ccc(OC)c(NC(=O)O[C@@H]2CC[C@@]34CCCN3C(=O)CCC[C@H]4C2)c1
(34) COc1ccc(N(CC(=O)NN=C2CCCCCCC2)S(=O)(=O)c2ccccc2)cc1
(35) CCCc1cc(=O)n2[nH]c(-c3ccccc3)cc2n1
(36) O=C(CSc1nnc(-c2cccnc2)n1Cc1ccco1)Nc1ccc(Cl)cc1
(37) CCOc1cc(C(=S)N2CCOCC2)ccc1OS(=O)(=O)c1ccc(Br)cc1
(38) NS(=O)(=O)c1ccc(NC(=O)COC(=O)c2cc3ccccc3cc2O)cc1
(39) COc1cccc(OC)c1C(=O)N1CCOCC1
(40) COc1cc(OC)c(OC)cc1/C=N/NC(=S)NCC1CCCO1 (configuration not stated)

assay / compound	31	32	33	34	35	36	37	38	39	40
PG9 binder	-0.6	-2.4	nt	-1.4	0.9	nt	1.8	-1.4	1.1	-6.3
SMARCA2 act	-7	-2	nt	-4	5	-3	0	-4	-1	5
HTRA1 inh	3	0	nt	-18	7	nt	-13	-28	1	-1
ABHD4 inh	10	4	2	-5	3	-2	1	-38	-3	2
rCAG binder	2	-3	nt	3	-4	5	-2	22	-1	-1
ASAP1 inh	-7	1	nt	-7	-7	nt	17	-4	4	8
NR1D1 modulator	-5	-6	-2	-10	-5	-3	2	8	-1	4
NPR2 activator	-1	-5	-5	0	-4	-8	5	-4	5	1
ARFGAP1 inhibitor	-3	1	nt	-3	-10	nt	14	2	-13	5
NPR1 activator	0	0	-5	-6	-4	-6	0	-4	-2	4

(41) CC(C)C(c1nnnn1C1CCCC1)N1CCCc2ccccc21 (configuration not stated)
(42) O=C(O)c1ccc(S(=O)(=O)N(Cc2ccc(F)cc2)C2CCCCC2)cc1
(43) CCOC(=O)C1(CC2CCCCO2)CCN(Cc2nc(-c3cccs3)oc2C)CC1 (configuration not stated)
(44) CCn1nc(NC(=O)c2cccnc2)c2cc3ccccc3nc21
(45) Cc1ccc(Oc2c(C=O)c3ccccc3n2C)cc1
(46) COc1ccccc1C(=O)Oc1cc(C)[nH]c(=O)c1[N+](=O)[O-]
(47) COc1ccccc1-c1ocnc1C(=O)Nc1ccc(N2CCOCC2)cc1N1CCOCC1
(48) CC(C)Sc1nc2c(c(=O)[nH]c(=O)n2C)n1CCc1ccccc1
(49) COc1ccccc1N(Cc1ccccc1)S(=O)(=O)c1cccc(C(=O)Nc2ccccn2)c1
(50) CCOCCCNC(=O)C1CCC(CNS(=O)(=O)c2ccc(OC)cc2)CC1 (configuration not stated)
(51) Cc1ccc(C(=O)N2CCN(C)CC2)cc1S(=O)(=O)N1CCCCCC1
(52) COC(C[C@H](O)[C@@H](C)[C@H](O)COCc1ccccc1)OC
(53) O=[N+]([O-])c1ccccc1S(=O)(=O)N1CCN(c2ccc(F)cc2)CC1

assay / compound	41	42	43	44	45	46	47	48	49	50	51	52	53
PG9 binder	-1.1	-1.6	-2.2	-9.4	-0.1	-1.6	-2.8	-3.6	0.8	-0.2	-1.0	-0.2	-1.1
SMARCA2 act	0	-2	1	3	-1	0	0	1	-2	-4	-3	0	-1
HTRA1 inh	-11	-4	2	-3	-11	5	-5	-3	-55	3	-1	-5	-4
ABHD4 inh	-2	-5	0	1	-8	6	-2	-4	-18	-6	2	-3	-1
rCAG binder	-10	21	-9	-2	1	0	-7	-5	3	-6	-8	4	10
ASAP1 inh	9	-11	-2	9	1	8	-14	1	1	2	-4	-3	1
NR1D1 modulator	-3	1	5	-6	-6	2	2	-1	-3	-5	1	2	-6
NPR2 activator	-6	6	1	3	4	6	5	-3	4	7	4	-3	-2
ARFGAP1 inhibitor	-10	2	0	27*	-6	-12	-5	6	1	8	-7	-7	-6
NPR1 activator	-5	5	-3	2	4	2	3	-6	-2	-4	3	5	-6
